MITF inh – human MITF inhibition, primary screen. O75030. AlphaScreen MITF homodimerization, bead proximity signal. AID 1259374. inhibition, % at 2.6 µM. hit rate 0.91% among 650,000; in the data active = inhibition above about 50%;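 also: 0% = vehicle wells with protein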
Target sequence (O75030 whole entry, looked up): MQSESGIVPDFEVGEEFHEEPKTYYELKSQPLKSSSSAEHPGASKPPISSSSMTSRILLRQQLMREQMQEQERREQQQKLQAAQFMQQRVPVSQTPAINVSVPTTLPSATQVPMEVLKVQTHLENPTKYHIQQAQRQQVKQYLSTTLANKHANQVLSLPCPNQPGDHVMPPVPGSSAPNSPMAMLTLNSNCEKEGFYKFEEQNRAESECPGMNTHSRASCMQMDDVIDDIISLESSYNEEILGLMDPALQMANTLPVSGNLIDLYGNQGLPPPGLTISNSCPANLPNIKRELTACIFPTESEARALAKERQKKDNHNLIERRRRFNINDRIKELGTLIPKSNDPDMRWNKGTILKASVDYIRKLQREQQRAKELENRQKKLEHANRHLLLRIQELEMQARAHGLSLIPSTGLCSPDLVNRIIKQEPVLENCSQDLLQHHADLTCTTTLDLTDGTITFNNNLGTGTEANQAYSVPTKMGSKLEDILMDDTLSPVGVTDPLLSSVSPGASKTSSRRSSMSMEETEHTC
GPR151 activ – activators of human GPR151. PathHunter beta-arrestin GPR151 cells, luminescence. hit rate 1% among 650,000. activation, % at 11.2 µM. Q8TDV0; in the data active = activation above about 4.9%;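 also: 0% = median of compound wells and 100% = cells with positive control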
Target sequence (Q8TDV0 whole entry, looked up): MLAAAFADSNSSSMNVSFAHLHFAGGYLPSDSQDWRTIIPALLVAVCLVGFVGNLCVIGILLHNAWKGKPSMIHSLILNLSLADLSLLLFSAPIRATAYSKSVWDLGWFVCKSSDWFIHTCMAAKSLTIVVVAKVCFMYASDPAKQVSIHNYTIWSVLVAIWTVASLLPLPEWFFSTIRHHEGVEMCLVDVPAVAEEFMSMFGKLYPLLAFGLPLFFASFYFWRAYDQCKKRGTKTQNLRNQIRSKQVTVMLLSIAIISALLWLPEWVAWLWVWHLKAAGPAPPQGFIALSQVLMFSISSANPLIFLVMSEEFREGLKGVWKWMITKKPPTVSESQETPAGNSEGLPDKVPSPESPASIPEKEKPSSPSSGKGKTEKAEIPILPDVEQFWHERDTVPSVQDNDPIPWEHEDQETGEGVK
TEAD-YAP block – TEAD-YAP interaction inhibition. hit rate 1.4% among 640,000. HEK-TIYL cells, TEAD-Gal4/YAP UAS-luciferase luminescence. AID 1259422. inhibition, % at 9.12 µM; in the data active = inhibition above about 32%;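 also: 0% = median of test compound wells and 100% = reference inhibitor wells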
FBW7 act – human FBW7 E3 ligase activation, primary screen; Q969H0; AlphaScreen FBW7–phospho-cyclin E peptide binding, activator screen; normalized activity (activation), % at 26.1 µM; hit rate 0.13% among 650,000; AID 1259310; in the data active = normalized activity above about 1.9%;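 also: purified mutant Fbw7 with reduced substrate affinity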
* marks the source's active call; other numbers are inactive results.

Order of values: MITF inh, FBW7 act, TEAD-YAP block, GPR151 activ
> COc1cc2c(cc1OC)CN(Cc1cccc(OC)c1OC)CC2
  6, 0.0, 6, -0.8
> COc1ccc(S(=O)(=O)c2cc3cc([N+](=O)[O-])ccc3oc2=O)cc1OC
  11, -0.1, 22, -0.8
> CCOC(=O)c1sc(=NC(=O)c2cccs2)n(C)c1C
  6, 0.4, -87, 3.0
> CCCC(=O)Nc1ccc(I)cc1Cl
  9, 0.7, 16, 0.1
> COCc1cc(CN2CCN(C)C(CCO)C2)ccc1OC (stereo not drawn)
  12, 0.1, -2, -0.3
> CCOC(=O)C1=C(C)N=c2s/c(=C/c3cc(C)n(-c4ccc(F)cc4)c3C)c(=O)n2C1c1ccc(C(C)C)cc1 (stereo not drawn)
  -2, 0.1, 10, -0.9
> Cc1cc(C)n2nc(NCc3cccc(Br)c3)nc2n1
  10, 0.0, -10, -0.3
> CC1CCCC(N2CC(=O)N(CCC3=CCCCC3)C(c3ccc(F)cc3)C2=O)C1C (stereo not drawn)
  4, 0.0, 3, -1.1
> CSC[C@H](NC(=O)CC[C@H](N)C(=O)O)C(=O)NCC(=O)O
  0, 0.1, -6, -1.7
> CCOc1ccc(NC(=O)CN2CCN(c3ccccn3)CC2)cc1
  -5, -0.1, -4, -1.7
> COc1ccc(C)cc1NC(=O)C(C)N(c1ccccc1)S(C)(=O)=O (stereo not drawn)
  4, 0.1, -4, 0.1
> O=C(CSc1nnc(-c2ccc(F)cc2)o1)c1c[nH]c2ccccc12
  10, 0.6, 7, -0.5
> CC(C)c1[nH]nc2c1C1(C(=O)Nc3ccc(Cl)cc31)C(C#N)=C(N)O2 (stereo not drawn)
  2, 0.2, 1, 0.1
> COC(=O)c1cn(NC(=O)CC2CCCCC2)c(=O)c2ccccc12
  5, -0.1, 2, -0.1
> COC1CCN(C(=O)/C=C/c2ccccc2Cl)CC1
  7, 0.0, -24, -1.1
> COc1ccc(CNC(=O)CCCn2c(SCC(=O)Nc3ccccc3OC)nc3cc4c(cc3c2=O)OCO4)cc1
  14, 0.3, 2, -1.7
> O=C(OCc1ccc([N+](=O)[O-])cc1)c1cc[n+]([O-])cc1
  6, 0.0, 9, 1.3
> Cc1ccc(-c2nn(CC(=O)Nc3ccc(C(=O)N(C)C)cc3)c(=O)c3ccccc23)cc1
  4, 0.1, -5, 0.0
> Cc1nc(SCC(=O)Nc2nncs2)n[nH]1
  -2, -0.2, -9, -0.8
> O=C(CCl)Nc1ccc2ncccc2c1
  4, 0.6, 31, 1.0

By substructure, those above containing a Cl atom (four)
Order of values: MITF inh, FBW7 act, TEAD-YAP block, GPR151 activ
> CCCC(=O)Nc1ccc(I)cc1Cl
  9, 0.7, 16, 0.1
> CC(C)c1[nH]nc2c1C1(C(=O)Nc3ccc(Cl)cc31)C(C#N)=C(N)O2 (stereo not drawn)
  2, 0.2, 1, 0.1
> COC1CCN(C(=O)/C=C/c2ccccc2Cl)CC1
  7, 0.0, -24, -1.1
> O=C(CCl)Nc1ccc2ncccc2c1
  4, 0.6, 31, 1.0

(next part)
Order of values: MITF inh, FBW7 act, TEAD-YAP block, GPR151 activ
> CCOC(=O)C1CCCN(S(=O)(=O)c2cc(C(=O)Nc3ccc(Oc4ccccc4)cc3)ccc2F)C1 (stereo not drawn)
  8, 0.1, 53*, -0.7
> COc1ccc(C2CC(c3cc(Cl)ccc3O)=NN2C(C)=O)cc1OC (stereo not drawn)
  14, -0.1, 24, -1.3
> CCN(CC)CCN1C(=O)C2C(C(=O)Nc3ccc(C)c(Cl)c3)C3C=CC2(O3)C1C(=O)NC1CCCCC1 (stereo not drawn)
  -4, 0.0, -2, -0.6
> CC1CCN(c2ncnc3c2cnn3-c2ccccc2)CC1
  12, -0.1, -48, 0.1
> Cc1cc(C)cc(NC(=O)C2C3C=CC4(O3)C2C(=O)N(CC2CCCO2)C4C(=O)NC2CCCC(C)C2C)c1 (stereo not drawn)
  -3, 0.0, -9, 0.0
> O=[N+]([O-])c1cccc(-c2nnco2)c1
  16, 0.8, 12, -0.5
> O=C(c1ccccc1)N1CCN(CC(O)COC2CCCCC2)CC1 (stereo not drawn)
  0, 0.0, -6, -0.3
> CCOCCCn1c(=S)[nH]c2cc(C(=O)NCCN(CC)CC)ccc2c1=O
  0, 0.0, 8, 1.0
> COc1cc(C)c(Cl)cc1S(=O)(=O)NCc1ccncc1
  11, 0.3, 29, -0.3
> COc1ccc(N(CC(=O)NCc2ccncc2)S(=O)(=O)c2ccccc2)c(OC)c1
  -5, -0.2, -5, -1.1
> Cc1cc(Br)c2c(c1)C(O)(CC(=O)c1ccc(Cl)cc1)C(=O)N2 (stereo not drawn)
  9, 0.0, 11, 0.4
> O=C(NN(c1ccccc1)c1ccccc1)c1ccc(C(=O)NN(c2ccccc2)c2ccccc2)cc1
  9, 0.1, 13, 0.6
> CCOC(=O)Cc1ccc(N(Cc2ccc(Cl)cc2)S(=O)(=O)c2cc(C(=O)Nc3cccc(C(F)(F)F)c3)ccc2F)cc1
  -5, -0.1, 6, -0.2
> CCOC(=O)c1c(NC(=O)CNS(=O)(=O)c2ccc(Cl)cc2)sc2c1CCCC2
  5, -0.1, 0, -0.7
> Cc1c(NC(=O)c2ccc(Cl)c([N+](=O)[O-])c2)c(=O)n(-c2ccccc2)n1C
  1, 0.1, 7, -0.5
> COC(=O)c1ccc2c(=O)n(CCc3ccc(S(N)(=O)=O)cc3)c(=S)[nH]c2c1
  -12, 0.2, -5, 1.0
> COc1ccc(C2C(C(C)=O)=C(O)C(=O)N2CCC(=O)O)cc1OC (stereo not drawn)
  5, -0.2, 4, 1.2
> CSc1nc(C)c(Oc2ccccc2)c(=O)n1C
  9, 0.0, -1, 2.7
> Cc1cc(NC(=O)/C=C/c2ccccc2[N+](=O)[O-])no1
  1, 0.8, -18, 1.6
> CCOC(=O)c1cnc2c(C)cccc2c1Nc1cccc(C(F)(F)F)c1
  5, 0.1, 7, 0.7

Pulled one by one from the list above:
Order of values: MITF inh, FBW7 act, TEAD-YAP block, GPR151 activ
> CCN(CC)CCN1C(=O)C2C(C(=O)Nc3ccc(C)c(Cl)c3)C3C=CC2(O3)C1C(=O)NC1CCCCC1 (stereo not drawn)
  -4, 0.0, -2, -0.6
> O=[N+]([O-])c1cccc(-c2nnco2)c1
  16, 0.8, 12, -0.5

More entries.
Order of values: MITF inh, FBW7 act, TEAD-YAP block, GPR151 activ
> O=C(c1ccc(Cl)cc1)n1c(=O)oc2cc(S(=O)(=O)N3CCCCC3)ccc21
  -4, 0.0, -3, -1.4
> Cc1csc(NC(=O)CSc2nc(-c3cccs3)cc(-c3cccs3)c2C#N)n1
  -12, -0.2, 4, -2.3
> C=CCNC(=O)/C(=C/c1ccc2c(c1)OCO2)NC(=O)c1ccccc1Cl
  17, 0.1, -11, -0.2
> Cc1ccc(S(=O)(=O)Nc2nc(O)c(C3=c4cc([N+](=O)[O-])ccc4=NC3=O)s2)cc1
  11, 0.0, -2, 1.9
> CC1=CC(C)(C)N(C(=O)/C=C/c2ccco2)c2ccc(OC(=O)/C=C/c3ccco3)cc21
  0, -0.2, -5, 0.1
> O=C(CN(Cc1ccccc1)C(=O)c1ccno1)NCc1cccs1
  -8, -0.1, -1, 2.1
> CC(C)(C)NC(=O)C1CC(c2ccc(F)cc2)=NO1 (stereo not drawn)
  2, -0.1, -9, 1.5
> COC1(C(=O)C(=O)Nc2ccccc2Cl)NC2(CCCC2)Cc2ccccc21 (stereo not drawn)
  0, -0.1, -2, 1.8
> COc1ccc(OC)c(CN2CCN(C3CCCCCC3)CC2)c1
  49, -0.1, -5, -1.4
> COc1ccc2nc3oc(C(=O)Nc4ccc(F)cc4)cc3cc2c1
  -4, -0.1, 0, 0.1
> CCCc1nc(N2CCOCC2)c(C#N)c2c1CCCC2
  0, -0.2, -3, 0.9
> O=C(NCCc1ccccc1)c1ccc(OC2CCN(C(=O)C3CCCO3)CC2)cc1 (stereo not drawn)
  0, 0.0, 40*, 0.4
> N#C/C(=C\c1cccc2ccccc12)C(=O)NCc1ccccc1
  1, 0.0, -10, 1.1
> O=C(NC1CCCCC1)N1CCC(CO)(Cc2ccccc2Cl)CC1
  4, -0.1, 1, 1.3
> CN(Cc1ccsc1)Cc1ccc(C(=O)NCc2ccccc2Cl)c(=O)[nH]1
  -2, 0.2, -3, 0.0
> O=[N+]([O-])c1ccc(/C=N/NC2CCS(=O)(=O)C2)cc1 (stereo not drawn)
  20, -0.1, 6, -1.4
> CCOC(=O)CNC(=O)c1sc2nc(C)nc(N(CC)CC)c2c1C
  17, 0.3, 12, 0.3
> CC(C)N(Cc1ccccc1)C(=O)c1cc(S(=O)(=O)N2CCOCC2)cn1C
  10, 0.5, 1, 0.7
> O=C(Cn1cnc2sc3c(c2c1=O)CCCC3)NCCCC(=O)Nc1ccc(F)cc1Cl
  7, 0.0, -3, 0.6
> CCOC(=O)c1cnc2cc(C)nn2c1N
  7, 0.0, -7, 9.4*
> CCC1CCCCN1CCCNC(=O)C1CCCN(c2nn3c(=O)cc(C)nc3s2)C1 (stereo not drawn)
  -1, 0.1, 2, -0.9
> COc1ccc(C2CC(C(F)(F)F)n3ncc(C(=O)NC(C)C)c3N2)cc1OC (stereo not drawn)
  2, 0.0, -6, -0.8
> Cc1ccccc1CSc1nc2ccccc2c(=O)n1Cc1ccco1
  1, 0.3, -5, -0.5
> CCCNC(=O)c1cccc(Nc2ccnn2C)n1
  27, 0.1, 5, 0.0
> O=C(NC1CCCCCC1)C1CCN(S(=O)(=O)c2cccc3nsnc23)CC1
  -5, 0.0, -7, 0.5
> COC(CNC(=O)c1cnn2c(C)c(Cc3ccc(Cl)cc3)c(C)nc12)OC
  3, -0.2, 14, 1.2
> CC1=C(C(=O)Nc2ccccn2)C(c2cc([N+](=O)[O-])ccc2Cl)C2=C(CC(C)(C)CC2=O)N1 (stereo not drawn)
  -10, 0.0, -1, 1.8
> Cc1ccc2c(c1)/C(=c1/sc3n(c1=O)CN(c1cccc(C(=O)O)c1)CN=3)C(=O)N2
  9, 0.5, 17, -0.6
> Cc1cc(C)n2nc(CNC(=O)c3ccc([N+](=O)[O-])cc3Cl)nc2n1
  2, 0.0, -2, -1.0
> CS(=O)(=O)c1cc(Cl)ccc1CN1CCc2nc3ncc(Cl)cc3cc2C1
  -7, -0.1, -5, 1.4
> O=S(=O)(c1cc(Cl)ccc1Cl)n1cnc2ccccc21
  14, 0.2, 0, -1.8
> O=C(Cc1ccc(N2CCC(NCc3cccc(-n4cccn4)c3)CC2)cc1)N1CCCC1
  -9, -0.2, 0, -0.7
> COc1ccccc1N(C)S(=O)(=O)c1ccc(Cl)c(C(=O)O)c1
  -2, -0.1, 2, 0.1
> O=C(Nc1ccc(N2CCOCC2)cc1)C1(S(=O)(=O)c2ccccc2)CC1
  5, 0.0, -1, 0.9
> CCCSCCCNC(=O)Cn1cc2c(n1)CCC(C)C2 (stereo not drawn)
  1, -0.1, 9, -1.0
> CC(C)CN(CCC#N)CC(O)COc1ccccc1 (stereo not drawn)
  32, -0.3, -11, 1.3
> Cc1cc(/C=C(\C#N)C(=O)Nc2ccc(F)cc2)c(C)n1-c1cccc(C(=O)O)c1
  3, 0.0, 5, 0.3
> Nc1nc(SCc2ccccn2)nn1CC(=O)N1CCCC1
  2, -0.1, -10, -0.5
> Nc1nc(N)nc(N2C(=O)c3ccccc3C2=O)n1
  -11, 0.1, 2, 0.1
> O=C(Nc1cc(F)cc(F)c1)c1cccc(Cl)n1
  -3, 0.1, -15, -1.4
> O=C(Oc1cccc2cccnc12)N(c1ccccc1)c1ccccc1
  11, 0.2, -2, -1.2
> CCSc1nc(-c2ccccc2)c(NC(=O)c2ccco2)s1
  11, 1.9*, -10, -0.2
> O=C(c1ccc(OC2CCN(Cc3ccc4nsnc4c3)CC2)cc1)N1CCCCC1
  2, -0.1, 7, 0.0
> COc1ccc(S(=O)(=O)N2CCCC(c3nc(-c4ccc(C)cc4)no3)C2)cc1 (stereo not drawn)
  -2, 0.0, -2, -0.4
> COc1ccccc1C(=O)NNC(=O)c1cnccn1
  7, -1.3, 11, 1.4
> O=C(Nc1ccc(Cl)cc1Cl)NC1CC(=O)N(c2ccc(F)cc2)C1 (stereo not drawn)
  -8, 0.0, -2, -0.1
> O=C(NC1CC1)c1ccc(-c2ncc(C(=O)NCCCN3CCCC3=O)s2)cc1
  4, 0.0, 1, 0.0
> C/C(=N\Nc1ccc(S(=O)(=O)Nc2ccccc2)cc1[N+](=O)[O-])c1ccc(O)cc1O
  7, 0.1, -3, 0.6

A few values from the list:
Result for `O=C(c1ccc(OC2CCN(Cc3ccc4nsnc4c3)CC2)cc1)N1CCCCC1` under MITF inh: 2
Result for `COc1ccccc1C(=O)NNC(=O)c1cnccn1` under TEAD-YAP block: 11
Result for `O=C(NC1CC1)c1ccc(-c2ncc(C(=O)NCCCN3CCCC3=O)s2)cc1` under FBW7 act: 0.0
Result for `O=C(Oc1cccc2cccnc12)N(c1ccccc1)c1ccccc1` under FBW7 act: 0.2

Screens as filed in PubChem.
